DENV2 CPE rescue: DENV2-induced cell death inhibition; CPE inhibition, % at 9.99 µM; DENV2-infected cells, cytopathic effect rescue, plate reader; 350,000 tested, 1.7% active; in the data active = CPE inhibition above about 20%, passing the limit was not always enough; inconclusive = no clear call, values can overlap the other calls; tested in BHK-21 cells;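 note: 0% = median of neutral control wells and 100% = median of positive control wells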
ARNT-TACC3 inh: disrupts binding between human ARNT and TACC3; AlphaScreen His-ARNT PAS-B/GST-TACC3 binding, luminescence; TACC3 fragment carries E629A point mutation; inhibition, % at 9.99 µM; 390,000 tested, 0.66% active; Q9Y6A5;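 active = mean inhibition of replicates at least 50% and at least half of replicates each reaching 50%; inconclusive = half or more replicates reach 50% but mean below 50%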;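 note: 0% = complete ARNT plus TACC3 wells and 100% = ARNT alone without TACC3; many hits fall short of the cut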
CASP6 VEID inh: inhibitors of human caspase-6; P55212; purified caspase-6, Z-VEID-R110 cleavage fluorescence; inhibition, % at 12.5 µM; 350,000 tested, 0.53% active; AID 686996;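 active = mean inhibition across replicates at least about 35%, with every replicate also reaching that limit, limit read from the data; inconclusive = only one of the two criteria met; inactive = neither criterion met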;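 note: 0% = median of neutral control wells and 100% = no fluorescence left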
Target sequence (P55212 24-179 limits assumed): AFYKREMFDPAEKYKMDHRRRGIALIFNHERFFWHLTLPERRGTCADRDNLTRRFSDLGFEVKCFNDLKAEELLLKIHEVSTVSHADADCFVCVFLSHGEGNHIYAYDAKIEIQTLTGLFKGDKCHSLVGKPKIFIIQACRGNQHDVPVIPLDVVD
Target sequence (P55212 194-293 limits assumed): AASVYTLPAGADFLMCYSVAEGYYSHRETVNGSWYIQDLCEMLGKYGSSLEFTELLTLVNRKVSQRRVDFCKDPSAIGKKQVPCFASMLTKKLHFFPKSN
PAX8 reporter: PAX8 transcriptional activity inhibition | RMG-I TPO-luciferase reporter, SteadyGlo, 24 h | inhibition, % at 12.6 µM | 360,000 tested, 1.2% active | AID 652154;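 active = mean replicate inhibition at least 60% with every replicate also reaching 60%; inconclusive = only one of the two criteria is met; inactive = mean below 60% and not all replicates reaching 60%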;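 note: luciferase light reporting Pax8 driven TPO promoter activity; plate controls were median of neutral control wells for no effect and mitoxantrone controls for full effect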
EWS-Fli block: blocks EWS/Fli oncoprotein-driven transcription; A673 NR0B1-luciferase reporter, viability-normalised; inhibition, % at 12.6 µM; 350,000 tested, 0.67% active; AID 651661;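 active = mean inhibition of at least 50% after viability correction, with every replicate also passing that limit; inconclusive = mean reaches 50% but only one of two replicates passes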;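 note: firefly luciferase signal divided by Alamar Blue viability fluorescence both relative to DMSO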
LGR2 antag: blocks bursicon-induced cAMP signaling via Drosophila LGR2 | AID 720647 | 380,000 tested, 0.35% active | HEK293 LGR2, CRE-luciferase, bursicon-stimulated, 4 h | inhibition, % at 9.99 µM;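 active = drop in luminescence signal, shown as inhibition above about 50% in the replicate tests, limit read from the data, passing the limit was not always enough; inconclusive = probably only some replicates passing the limit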;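 note: agonist challenge used bursicon conditioned medium at about half maximal strength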
SIRT5 inh: blocks human SIRT5 desuccinylation of peptide | Q9NXA8 | inhibition, % at 15 µM | Purified SirT5, succinyl-peptide AMC, trypsin-coupled fluorescence | 330,000 tested, 1.1% active; in the data active = inhibition above about 15%; inconclusive = no clear call, values can overlap the other calls
Target sequence (Q9NXA8 whole entry, looked up): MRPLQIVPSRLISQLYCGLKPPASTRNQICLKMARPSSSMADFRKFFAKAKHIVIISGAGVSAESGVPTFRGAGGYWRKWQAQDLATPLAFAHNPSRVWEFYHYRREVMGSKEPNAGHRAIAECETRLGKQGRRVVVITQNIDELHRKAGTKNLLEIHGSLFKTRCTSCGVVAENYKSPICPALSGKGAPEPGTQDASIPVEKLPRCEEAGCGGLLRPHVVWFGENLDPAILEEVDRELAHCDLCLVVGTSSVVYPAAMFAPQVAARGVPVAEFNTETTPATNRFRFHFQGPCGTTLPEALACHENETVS
An asterisk follows results filed as active; ? = inconclusive; . = no result given. The order is random; overall some 4.9% were active at least once.

smiles	DENV2 CPE rescue	ARNT-TACC3 inh	CASP6 VEID inh	PAX8 reporter	EWS-Fli block	LGR2 antag	SIRT5 inh
C[C@H]1CN([C@@H](C)CO)C(=O)c2cc(NC(=O)Cn3cnnn3)ccc2O[C@H]1CN(C)S(=O)(=O)c1ccc(F)cc1	2	-3	2	.	-8	-5	11
C[C@H](CO)N1C[C@H](C)[C@H](CN(C)S(=O)(=O)c2ccc(F)cc2)Oc2c(NS(=O)(=O)c3cn(C)cn3)cccc2C1=O	-6	38	2	.	-1	0	0
CC(=O)N[C@@H]1C=C[C@H](CC(=O)NCC2CCCCC2)O[C@@H]1CO	5	-4	2	-5	-3	-17	-5
COc1ccc2[nH]c3c(c2c1)CCN1C(=O)C(CC(=O)NCCc2ccccn2)C[C@H](C(=O)N2CCOCC2)[C@@]31CCC1CCCC1 (stereo not given in full)	5	22	-6	6	2	7	8
O=C(NNS(=O)(=O)c1ccc([N+](=O)[O-])cc1)C1CCCCC1	6	1	1	10	.	-2	-14
CCOc1ccc(S(=O)(=O)NCCC(=O)NCCc2ccc(OCC)c(OCC)c2)cc1	5	2	1	-5	1	3	1
CC(=O)c1ccc(OCC(=O)c2cc(C)n(-c3ccc4c(c3)OCO4)c2C)cc1	-2	0	3	17	1	.	-2
COc1ccc(CC(=O)Oc2ccc(Cl)cc2Br)cc1S(=O)(=O)N1CCOCC1	-3	-4	-1	-7	3	-18	9
O=C(c1cc([N+](=O)[O-])ccc1N1CCCC1)N1CCCC1	0	4	5	3	-5	15	16*
COc1ccc(CCNC(=O)C2CCC(=O)N(CC3CCCCC3)C2)cc1 (stereo not given)	?	12	1	.	-3	-16	-3
C[C@H]1CN([C@@H](C)CO)C(=O)c2cc(NC(=O)Nc3ccccc3)ccc2O[C@H]1CN(C)S(=O)(=O)c1ccccc1	-2	7	3	31	16	13	-2
CN(C)/C=C\C(=C/C(=O)C(F)(F)F)Nc1ccccc1Oc1ccccc1	.	5	4	11	-2	2	-3
CN(C)c1ccc(/C=N/NC(N)=S)cc1[N+](=O)[O-]	5	10	2	-30	0	-11	9
CN(C)C(=O)[C@H]1[C@H](CO)[C@H]2Cn3c(ccc(-c4ccccc4)c3=O)[C@H]2N1Cc1ccccc1F	7	0	2	19	3	-1	-4
Cc1cccc(CCNC(=O)c2cc(S(=O)(=O)N3CCCC3)cn2C)c1	3	.	0	14	3	3	-3
CC(=O)OCC1(C)CN(c2ccccc2)N(C(=O)c2ccc(F)cc2)C1=O (stereo not given)	-7	5	-1	-4	3	12	-1
CCCc1c(Cc2cccc(F)c2)ncn1CCc1ccccc1OC	7	.	2	6	12	-1	-1
C[C@H]1CN([C@@H](C)CO)S(=O)(=O)c2ccc(C#Cc3ccncc3)cc2O[C@@H]1CN(C)C(=O)C1CCCCC1	-5	13	0	45	-5	5	3
CCOc1ncccc1C(=O)Nc1cccc(S(=O)(=O)NC2=NCCC2)c1	3	-10	-1	-13	-3	-25	1
COc1cccc(S(=O)(=O)Nc2ccc3c(c2)[C@H]2C[C@@H](CC(=O)N(C)C)O[C@H](CO)[C@H]2O3)c1	4	-13	3	.	0	8	0
C[C@H](CO)N1C[C@H](C)[C@H](CN(C)C(=O)Nc2ccc(F)cc2)Oc2ccc(NC(=O)c3ccncc3)cc2C1=O	1	-9	0	-7	-4	-5	6
O=C(NCCOc1ccccc1F)c1cc([N+](=O)[O-])ccc1N1CCOCC1	-8	-2	1	24	49	-4	-1
COCC(=O)N1[C@@H](CO)[C@@H]2c3ccccc3N(C)C[C@@H]21	-5	1	2	2	6	-8	-3
O=C(CSc1nnc(NC(=O)C2CC2)s1)Nc1ccc(F)cc1F	0	-8	-1	7	1	6	-1
COc1ccccc1C(=O)NC(=O)COc1ccc([N+](=O)[O-])cc1	?	-1	4	2	5	-13	-10
O=C(NCc1ccccn1)C1CCN(S(=O)(=O)c2ccccc2C(F)(F)F)CC1	6	8	2	-5	-2	-8	0
COC(=O)c1cc(S(=O)(=O)Nc2ccc(C)cn2)c[nH]1	-5	-2	-2	0	.	14	-5
CC=Cc1ccc2n(c1=O)C[C@H]1[C@H](CO)[C@@H](C(=O)NCc3ccccc3F)N(CC)[C@@H]21 (mixture of isomers)	1	-3	0	.	1	4	4
CCCn1c(SCC(=O)Nc2nnc(CC)s2)nnc1-c1ccncc1	-4	3	-3	-2	6	-36	-1
FC(F)(F)c1cccc(Cc2noc(CN3CCCCC3c3ccccn3)n2)c1 (stereo not given)	-5	4	-6	7	10	-8	-1

In a second layout: four of the compounds above
COc1ccc(CCNC(=O)C2CCC(=O)N(CC3CCCCC3)C2)cc1 (stereo not given)
  DENV2 CPE rescue: ?	ARNT-TACC3 inh: 12	CASP6 VEID inh: 1	PAX8 reporter: .	EWS-Fli block: -3	LGR2 antag: -16	SIRT5 inh: -3
C[C@H]1CN([C@@H](C)CO)C(=O)c2cc(NC(=O)Nc3ccccc3)ccc2O[C@H]1CN(C)S(=O)(=O)c1ccccc1
  DENV2 CPE rescue: -2	ARNT-TACC3 inh: 7	CASP6 VEID inh: 3	PAX8 reporter: 31	EWS-Fli block: 16	LGR2 antag: 13	SIRT5 inh: -2
CN(C)/C=C\C(=C/C(=O)C(F)(F)F)Nc1ccccc1Oc1ccccc1
  DENV2 CPE rescue: .	ARNT-TACC3 inh: 5	CASP6 VEID inh: 4	PAX8 reporter: 11	EWS-Fli block: -2	LGR2 antag: 2	SIRT5 inh: -3
CN(C)c1ccc(/C=N/NC(N)=S)cc1[N+](=O)[O-]
  DENV2 CPE rescue: 5	ARNT-TACC3 inh: 10	CASP6 VEID inh: 2	PAX8 reporter: -30	EWS-Fli block: 0	LGR2 antag: -11	SIRT5 inh: 9

The listing picks up, starting 3 compounds before the break.
smiles	DENV2 CPE rescue	ARNT-TACC3 inh	CASP6 VEID inh	PAX8 reporter	EWS-Fli block	LGR2 antag	SIRT5 inh
CC=Cc1ccc2n(c1=O)C[C@H]1[C@H](CO)[C@@H](C(=O)NCc3ccccc3F)N(CC)[C@@H]21 (mixture of isomers)	1	-3	0	.	1	4	4
CCCn1c(SCC(=O)Nc2nnc(CC)s2)nnc1-c1ccncc1	-4	3	-3	-2	6	-36	-1
FC(F)(F)c1cccc(Cc2noc(CN3CCCCC3c3ccccn3)n2)c1 (stereo not given)	-5	4	-6	7	10	-8	-1
Cc1cc(=O)n2[nH]c(-c3cccnc3)nc2n1	7	.	-1	.	-4	10	-1
COCC(=O)N1[C@H](CO)[C@@H](c2ccccc2-c2cccc(OC)c2)[C@@H]1C#N	4	.	0	7	1	-12	1
Cc1cccc(C)c1NC(=O)CNC(=O)c1cn(-c2ccccc2)nc1-c1ccccc1	4	13	2	10	.	-8	-1
CCCCn1c(N)c(N(CC)C(=O)c2ccc(Cl)c(Cl)c2)c(=O)[nH]c1=O	?	-8	2	9	0	-2	-3
Cc1cccc(NC(=O)CSc2nnc3ccc(-c4ccccn4)nn23)c1	15	-1	1	7	-2	6	-2
CC1(C(=O)Nc2ccccc2)CCN1C(=O)CCc1ccc(Cl)cc1Cl (stereo not given)	8	.	2	14	1	2	-1
C[C@H](NC(=O)C[C@H]1C[C@@H]2c3cc(NC(=O)c4cccnc4)ccc3O[C@@H]2[C@@H](CO)O1)c1ccccc1	1	-1	-4	-17	-6	-2	-1
CC#CC(=O)N1CCC(n2nccc2NC(=O)CCc2ccccc2)CC1	3	.	0	-7	8	.	-1
Cc1ccccc1NC(=O)C1C2CCCCC21 (stereo not given)	3	0	-4	-10	-6	-7	-5
NC(=O)/C(=C\c1ccccc1)NC(=O)c1ccc(NC(=O)c2ccccc2)cc1	-1	0	5	2	-1	.	-2
CC(C)c1nnc(NC(=O)COc2ccc3ccccc3c2)s1	11	5	2	6	0	0	-4
c1ccc(CCC2CCCCN2Cc2cn[nH]c2-c2cc3ccccc3o2)nc1 (stereo not given)	1	11	-5	-9	20	5	1
O=C(CN1CCOCC1)NCC[C@@H]1CC[C@H](NS(=O)(=O)c2ccc(F)cc2)[C@@H](CO)O1	-6	-4	-1	11	-4	-6	-3
CC(C)NC(=O)Nc1ccc2c(c1)C(=O)N([C@@H](C)CO)C[C@H](C)[C@H](CN(C)S(=O)(=O)c1cn(C)cn1)O2	-3	-2	1	.	-6	13	-1
O=c1oc2cc(Oc3ccc(C(F)(F)F)cc3[N+](=O)[O-])ccc2c2c1CCC2	-13	-5	1	8	5	-15	0
Cc1cc2nc(C(C)(C)C)c(Cc3ccsc3)n2c(C)c1Br	-9	.	0	8	13	12	-1
COc1cc(/C=C2/C(=N)N3C(=NC2=O)SN=C3S(C)(=O)=O)ccc1OS(=O)(=O)c1ccc(C)cc1	5	4	5	-65	-3	-14	9
COc1ccc(C(C2C(=O)CC(C)(C)CC2=O)C2C(=O)CC(C)(C)CC2=O)cc1	2	-6	0	-15	9	-6	2
CC(=O)Nc1ccc(S(=O)(=O)N2CCN(S(=O)(=O)N3CCC(C)CC3)CC2)cc1	-2	-5	-1	20	-6	4	-1
CC(=O)N/C(=C/c1ccc(OC(F)F)cc1)C(=O)O	.	-4	.	-3	-3	-8	.
c1ccc(CO/N=C(\c2ccc(C3CC3)nc2)C2CC2)cc1	4	2	3	-16	-4	6	1
Cc1c(N=O)c(-c2ccccc2)n(O)[n+]1[O-]	19	.	-2	-1	-14	1	1
CCCCc1c(Cc2ccccc2)ncn1CCc1ccccc1OC	-3	.	3	62*	55*	37	1
N#Cc1ccccc1OCC(=O)Nc1ccc(N2CCOCC2)cc1N1CCOCC1	?	14	2	26	2	.	-1
O=NC1=C(c2c(O)[nH]c3ccccc23)CCCC1	1	-2	-1	.	6	-2	0
CNC[C@@H]1OCc2cnnn2CCCC(=O)N([C@H](C)CO)C[C@@H]1C	.	.	.	-2	1	-2	.
CCCCN(C(=O)c1cc2c(s1)CCC2)c1c(N)n(CC(C)C)c(=O)[nH]c1=O	-5	-1	5	12	-2	-11	1
C[C@@H]1CN([C@@H](C)CO)C(=O)c2cc(NC(=O)NC3CCCCC3)ccc2O[C@@H]1CN(C)C(=O)Nc1cccc2ccccc12	-2	-2	0	11	1	20	-1
COc1ccc(NC(=O)c2cc(C3CCCCN3C(=O)Cc3ccc(N(C)C)cc3)on2)c(C)c1 (stereo not given)	-5	.	4	2	-7	19	0
